esBAF inh: SWI/SNF esBAF complex inhibition; mouse ES cells, Bmi1-luciferase knock-in reporter, 24 h; 100% = twice the neutral-well signal; 350,000 compounds, 2% hits; AID 602393; reporter increase, % at 12.5 µM; in the data active = activation above about 40%;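 note: 0% = median of the plate's neutral control wells and 100% = double that signal; a rise in the Bmi1 reporter signal indicates esBAF inhibition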
Xi reactivation: X-chromosome reactivation activator; activation, % at 7.58 µM; XiGFP mouse fibroblasts, % GFP-positive cells imaging, 3 d; cells co-treated with 5-aza-dC sensitizer; scaled so ellipticine positive control = 100%; 360,000 compounds, 0.055% hits;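 active = mean normalized replicate activation at least 10% and every replicate at or above 10%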;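 note: 0% = median of on-plate neutral control wells and 100% = ellipticine 6 µM median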
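System: XiGFP fibroblasts, SV40-immortalized. Medium: DMEM plus 5-aza-dC sensitizer. Doses: single point. Timing: 3 d treatment, 15 min room-temperature fixation. Control set: ellipticine 6 µM.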
RAD52 inh: blocks human RAD52 DNA annealing. P43351. recombinant RAD52 DNA annealing, FRET fluorescence. inhibition, % at 18.7 µM. 360,000 compounds, 0.46% hits. AID 651710;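 active = every replicate showing at least 50% inhibition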
Target sequence (P43351 whole entry, looked up): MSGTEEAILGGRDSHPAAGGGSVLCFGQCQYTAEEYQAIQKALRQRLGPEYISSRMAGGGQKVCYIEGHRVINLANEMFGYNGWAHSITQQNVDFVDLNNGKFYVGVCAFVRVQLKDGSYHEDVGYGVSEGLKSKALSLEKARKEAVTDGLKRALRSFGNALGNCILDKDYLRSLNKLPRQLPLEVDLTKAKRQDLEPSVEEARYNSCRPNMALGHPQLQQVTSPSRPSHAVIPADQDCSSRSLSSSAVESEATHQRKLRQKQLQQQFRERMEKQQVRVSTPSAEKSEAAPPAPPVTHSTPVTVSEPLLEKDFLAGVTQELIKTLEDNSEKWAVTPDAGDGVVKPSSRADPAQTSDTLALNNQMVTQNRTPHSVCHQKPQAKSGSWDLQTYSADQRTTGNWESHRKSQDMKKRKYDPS
RAD54 inh: blocks human RAD54 Holliday junction branch migration. Q92698. FAM/BHQ fluorescence. inhibition, % at 10.4 µM. 360,000 compounds, 0.14% hits;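 active = mean normalized replicate activity at least 40 and at least half of replicates scoring 40 or more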;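 note: 0% = median of neutral control wells and 100% = median of positive control wells; inhibitors cause a drop in the FAM fluorescence signal; in these data hits start at about 50%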
S100A4 MyoIIA: inhibitors of human S100A4 binding to myosin IIA peptide; P26447; S100A4/TAMRA-MyoIIA peptide fluorescence polarization; inhibition, % at 10.7 µM; 360,000 compounds, 0.14% hits; AID 652163;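 active = mean inhibition of at least 70% across replicates, with every replicate also reaching that level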
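assay system = human S100A4 monomer with TAMRA-labelled myosin IIA peptide | also added = labelled myosin peptide probe, 5 nM | incubation = 5 min between mix addition and reading | control set = DMSO and TFP controls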
ERp5 block: blocks human ERp5 reductase activity on insulin; inhibition, % at 9.99 µM; AID 651711; ERp5 insulin aggregation, absorbance 650 nm, 90 min; 350,000 compounds, 0.05% hits; Q15084;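 active = mean replicate inhibition above about 25%, with every replicate also reaching it, limit read from the data, passing the limit was not always enough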
E-sel inducer: E-selectin induction on HUVECs; P16581; 260,000 compounds, 0.37% hits; activation, % at 7.58 µM; HUVEC E-selectin immunofluorescence imaging; normalized: neutral wells 0, TNF-alpha wells 100;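 active = mean E-selectin-positive cell signal at least 10% of the positive control, reached in at least 60% of replicates, without over 20% cell loss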;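 note: in these data hits start at about 27%; measured in HUVEC primary endothelial cells; signal is the percent of cells scored E-selectin positive by PE staining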
Target sequence (P16581 whole entry, looked up): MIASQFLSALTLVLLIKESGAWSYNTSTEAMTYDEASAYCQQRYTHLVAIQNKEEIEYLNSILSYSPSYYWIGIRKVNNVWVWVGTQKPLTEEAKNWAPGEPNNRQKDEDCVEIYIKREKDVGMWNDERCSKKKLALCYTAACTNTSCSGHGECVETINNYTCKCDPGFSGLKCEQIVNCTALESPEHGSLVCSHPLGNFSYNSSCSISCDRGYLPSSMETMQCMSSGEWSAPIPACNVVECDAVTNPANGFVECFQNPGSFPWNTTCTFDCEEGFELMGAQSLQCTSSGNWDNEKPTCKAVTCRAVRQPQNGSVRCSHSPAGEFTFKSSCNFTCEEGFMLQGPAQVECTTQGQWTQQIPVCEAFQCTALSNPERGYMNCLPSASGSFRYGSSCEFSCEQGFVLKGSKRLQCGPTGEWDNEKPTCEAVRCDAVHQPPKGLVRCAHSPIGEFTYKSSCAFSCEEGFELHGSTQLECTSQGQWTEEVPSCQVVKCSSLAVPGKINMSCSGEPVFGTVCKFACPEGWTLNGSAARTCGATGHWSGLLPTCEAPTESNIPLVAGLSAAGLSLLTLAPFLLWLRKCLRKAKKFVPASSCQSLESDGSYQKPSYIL
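Material: HUVEC primary endothelial cells; Amount: 3,000 cells per well; Dosing: single concentration; Medium: EGM-2 growth medium on 0.1% gelatin-coated wells; Read-out basis: percent E-selectin-positive cells; Signal: immunofluorescence imaging; Control set: TNF-alpha, DMSO.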
ERAP1 HTS inh: ERAP1 (human) enzyme inhibition; inhibition, % at 10.7 µM; recombinant ERAP1, Leu-AMC fluorescence, 60 min; 340,000 compounds, 0.15% hits; Q9NZ08;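 active = mean replicate inhibition of at least 30%, or all replicates individually reaching that 30% level; inactive = mean below 30% and not every replicate reaching it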;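 note: 0% = neutral control wells and 100% = L-leucinethiol positive control wells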
Starred values were filed as active, the others as inactive; . = not tested or not shown; & = joins results of further samples.

SMILES	esBAF inh	Xi reactivation	RAD52 inh	RAD54 inh	S100A4 MyoIIA	ERp5 block	E-sel inducer	ERAP1 HTS inh
Fc1nc(F)c(F)c(NCCCNc2c(F)c(F)nc(F)c2F)c1F	.	0.0	10	.	-6	-3	.	-1
O=c1[nH]c(C2CCN(S(=O)(=O)c3ccc4c(c3)OCCO4)CC2)nc2c1nnn2Cc1c(F)cccc1Cl	-8	0.4	-9	8	-1	7	0.0	2
CCn1c2ccccc2c2cc(/C=N/NC(=O)c3ccccc3C)ccc21	.	0.4	-14	-4	1	1	.	-2
CC1=CC(=O)C2(C)C(C)=C(C)C12C (stereo unspecified)	.	0.2	-5	-3	13	0	0.4	-2
NC(=O)C1CCN(C(=O)C(=O)c2cn(CC(=O)N3CCCC3)c3ccccc23)CC1	-6	0.0	-8	-8	-4	-14	-1.0	-4
Cc1ccc(CN2CC(=O)N3[C@@H](CO)[C@H](c4ccc(-c5cccnc5)cc4)[C@@H]3C2)cc1	.	0.4	-1	.	-2	-2	-0.1	0
Nc1nc(=O)n(C2CCCCO2)cc1Br (stereo unspecified)	.	0.1	-6	.	-1	2	0.3	1
CCCCCNc1ncnc2c(C)[nH]nc12	21	0.0	-27	-3	-4	4	-0.2	-4
NC(=O)c1ccc(NC(=O)COC(=O)c2ccc([N+](=O)[O-])cc2)cc1	.	0.3	-8	.	-4	-5	-0.3	0
COc1ccccc1Nc1nc(C)c(C(=O)Nc2ccccc2)s1	32	0.0	-26	2	-6	3	.	1
COc1ccc(N(CC(=O)NCc2ccccc2OC)S(=O)(=O)c2ccccc2[N+](=O)[O-])c(OC)c1	.	0.2	-11	.	44	-3	.	3
O=C(C1CC1)N1CC2(C1)[C@@H](c1ccccc1)[C@@H](CO)N2Cc1ccccc1F	.	0.2	-4	.	3	-3	-0.1	-2
CCCCN(C)CCNC(=O)C1CCCN(S(=O)(=O)c2cccc3nsnc23)C1 (stereo unspecified)	-2	-0.1	-4	6	8	0	.	0
O=C(Nc1ccccc1F)N1C[C@H]2[C@@H](c3ccccc31)[C@@H](CO)N2C(=O)Nc1ccccc1	19	0.2	5	1	-37	5	-0.2	-1
CCCn1nc(NC(=O)C(C)C)c2cc3cc(OC)ccc3nc21	-4	-0.1	-15	-3	-7	0	.	1
OCCCNc1ncnc2c1ncn2[C@H]1CN(Cc2ccncc2)C[C@@H](CO)O1	-5	-0.2	-7	1	2	-2	0.0	0
CO[C@@H]1CN(C)C(=O)c2cc(NC(=O)C3CCOCC3)ccc2OC[C@@H](C)NC[C@@H]1C	-3	0.0	-3	9	15	2	-0.4	2
O=C(c1cc(Cl)cc(Cl)c1)N1CCC2CC1c1cc(-c3ccc4c(c3)OCO4)ccc12 (stereo unspecified)	-5	.	-13	3	-1	-5	0.0	-3
CCOC(=O)c1nc(Nc2ccc(N3CCOCC3)cc2)c2ccccc2n1	-3	0.0	3	-10	-14	0	0.3	2
CCn1cc(C(=O)N2CCN(c3ccc(OC)cc3)CC2)c(=O)c2cc(S(=O)(=O)N3CCOCC3)ccc21	5	0.0	-22	6	-5	-5	.	0
COc1ccccc1NC(=O)C(C)OC(=O)CCSc1ccc(F)cc1 (stereo unspecified)	-5	0.4	-3	4	-5	-1	0.4	1
CC(C)NC(=O)Nc1ccc2c(c1)C(=O)N([C@@H](C)CO)C[C@H](C)[C@H](CN(C)C(=O)NC1CCCCC1)OCCCC[C@H](C)O2	.	0.1	15	-6	1	-3	-0.1	3
CCN1C(=O)[C@H]2[C@@H](c3ccc(Cl)cc3)N3C(=O)CN(Cc4ccccc4)C(=O)[C@@]3(C)[C@H]2C1=O	12	0.2	-18	0	-3	1	-0.1	-2
CO[C@H]1CN(C)C(=O)c2cc(NS(C)(=O)=O)ccc2OC[C@H](C)N(C(=O)CC2CC2)C[C@H]1C	-2	0.0	20	-26	8	1	1.5	-5

Looked up above.
CO[C@@H]1CN(C)C(=O)c2cc(NC(=O)C3CCOCC3)ccc2OC[C@@H](C)NC[C@@H]1C | S100A4 MyoIIA: 15
CO[C@H]1CN(C)C(=O)c2cc(NS(C)(=O)=O)ccc2OC[C@H](C)N(C(=O)CC2CC2)C[C@H]1C | Xi reactivation: 0.0
CCn1cc(C(=O)N2CCN(c3ccc(OC)cc3)CC2)c(=O)c2cc(S(=O)(=O)N3CCOCC3)ccc21 | RAD54 inh: 6

6 structures from above, arranged by number of heavy atoms, descending:
SMILES	esBAF inh	Xi reactivation	RAD52 inh	RAD54 inh	S100A4 MyoIIA	ERp5 block	E-sel inducer	ERAP1 HTS inh
CCN1C(=O)[C@H]2[C@@H](c3ccc(Cl)cc3)N3C(=O)CN(Cc4ccccc4)C(=O)[C@@]3(C)[C@H]2C1=O	12	0.2	-18	0	-3	1	-0.1	-2
O=C(c1cc(Cl)cc(Cl)c1)N1CCC2CC1c1cc(-c3ccc4c(c3)OCO4)ccc12 (stereo unspecified)	-5	.	-13	3	-1	-5	0.0	-3
NC(=O)C1CCN(C(=O)C(=O)c2cn(CC(=O)N3CCCC3)c3ccccc23)CC1	-6	0.0	-8	-8	-4	-14	-1.0	-4
COc1ccccc1NC(=O)C(C)OC(=O)CCSc1ccc(F)cc1 (stereo unspecified)	-5	0.4	-3	4	-5	-1	0.4	1
Fc1nc(F)c(F)c(NCCCNc2c(F)c(F)nc(F)c2F)c1F	.	0.0	10	.	-6	-3	.	-1
CCCn1nc(NC(=O)C(C)C)c2cc3cc(OC)ccc3nc21	-4	-0.1	-15	-3	-7	0	.	1

More structures follow.
SMILES	esBAF inh	Xi reactivation	RAD52 inh	RAD54 inh	S100A4 MyoIIA	ERp5 block	E-sel inducer	ERAP1 HTS inh
O=C(C1CCOCC1)N1CC(=O)N2[C@H](C1)[C@@H](c1ccc(-c3ccccc3F)cc1)[C@@H]2CO	.	0.1	-5	.	-10	-5	0.8	-1
CO[C@@H]1CN(C)C(=O)c2cc(NC(=O)CC(F)(F)F)ccc2OC[C@H](C)N(C(=O)C2CC2)C[C@H]1C	.	0.0	-60	.	-35	-1	0.0	-4
CC(C)NC(=O)N(C)C[C@H]1Oc2ncc(C#CCC3CCCC3)cc2C(=O)N([C@H](C)CO)C[C@@H]1C	2	-0.4	14	-2	8	1	-0.3	2
CCCCN1CC(=O)N2[C@H]3c4ccc(OC)cc4OC[C@@H]3[C@H](C(=O)OCC)[C@]2(C)C1=O	-5	-0.1	-20	-7	-1	1	0.1	-3
CCOc1cc(/C=C(\C#N)c2nc3ccccc3[nH]2)ccc1OC(C)C(=O)O (stereo unspecified)	-4	-0.1	-283	0	-6	5	0.1	4
C[C@@H]1CN([C@H](C)CO)S(=O)(=O)c2ccc(C#CCN(C)C)cc2O[C@@H]1CN(C)C(=O)C1CCC1	5	-0.2	-20	-1	-15	-7	0.4	0
COc1ccc(NC(=O)COC(=O)CC2CCCCC2)cc1	-4	0.3	-11	0	-2	8	2.1	1
CCOC(=O)N1CCN(C(=O)/C=C/c2ccc(C(C)(C)C)cc2)CC1	4	0.0	-14	-8	2	2	.	0
CSC(=S)NN=C(C)c1cccc(C)n1	.	1.5	-8	.	3	13	10	3
C[C@@H]1CN([C@H](C)CO)S(=O)(=O)c2ccc(Br)cc2O[C@@H]1CN(C)S(C)(=O)=O	0	0.6	2	4	-28	3	-1.6	-1
COc1ccc(C(C[N+](=O)[O-])n2nc(C)cc2C)cc1 (stereo unspecified)	.	0.3	3	.	2	0	.	0
CNC(=O)c1cc2c(-c3ccccc3)nn(C)c2s1	-2	1.5	-7	13	-1	2	0.4	3
Cn1cccc1/C=N/NC(=O)c1cc(-c2cccs2)nc2ccccc12	-1	0.1	-7	.	2	1	0.3	-1
COc1ccc(S(=O)(=O)N(C)C[C@@H]2Oc3ccc(NC(=O)c4ccncc4)cc3C(=O)N([C@@H](C)CO)C[C@H]2C)cc1	5	-0.1	-14	-7	4	-5	-15	1
COc1cc(CC(=O)Nc2ccccc2N2CCCCC2)cc(OC)c1OC	13	0.1	-20	0	-10	-7	.	-1
COc1ccc(CNC(=O)COC(=O)c2ccc(S(=O)(=O)NCc3ccco3)cc2)cc1	-3	-0.2	4	-4	-2	7	.	0
COC(=O)C[C@H]1CC[C@H]2[C@@H](COc3ccc(NC(=O)c4cncs4)cc3C(=O)N2C)O1	-1	0.2	3	0	-5	-3	0.1	0
C[C@@H](NC(=O)[C@@H]1N[C@@H]2c3ccc(C4=CCCC4)c(=O)n3C[C@@H]2[C@H]1CO)c1ccccc1	0	0.3	-82	-4	34	-2	0.2	4
Cc1ccc(SCCN2CCC(O)CCC2=O)cc1 (stereo unspecified)	8	0.1	1	2	-1	3	.	-1
CC(Nc1ncnc2ccccc12)c1ccccc1 (stereo unspecified)	-23	0.0	-7	3	0	2	0.0	0
CC(=O)Nc1ccc2c(c1)C(=O)N(C)[C@@H]1CC[C@@H](CC(=O)NCCCN3CCOCC3)O[C@@H]1CO2	1	0.1	-6	1	12	.	-0.1	.
CNC[C@@H]1Oc2c(NS(=O)(=O)c3cccs3)cccc2C(=O)N([C@@H](C)CO)C[C@H]1C	-3	0.0	6	1	4	3	-0.1	2
Cc1ccc(N2CC(c3nc4ccccc4n3C)CC2=O)cc1 (stereo unspecified)	3	-0.1	-14	-7	4	3	.	.
O=C1CCC(C(=O)N2CCCC(C(=O)c3ccc4c5c(cccc35)CC4)C2)=NN1 (stereo unspecified)	.	0.1	-5	-8	1	-4	.	9
CCc1ccc(C2CC(c3ccc(C)cc3)n3nc(N)nc3N2)cc1 (stereo unspecified)	1	0.1	-5	-9	1	2	-0.1	-2
CCc1ccc2[nH]c3nc(N/N=C/c4ccc(O)cc4O)nnc3c2c1	-7	0.2	0	7	-5	2	0.0	0
COCC(=O)Nc1ccc2c(c1)[C@@H]1C[C@H](CC(=O)NCc3ccc4c(c3)OCO4)O[C@@H](CO)[C@@H]1O2	0	0.1	.	5	-7	-2	-0.1	1
COc1ccc(C2=NN(C(=O)c3cccs3)C(c3ccccc3O)C2)cc1 (stereo unspecified)	.	0.0	-12	.	2	-1	0.1	-6
C[C@H](CO)N1C[C@H](C)[C@@H](CN(C)S(=O)(=O)c2ccc(-c3ccccc3)cc2)OCc2cn(nn2)CCCC1=O	-4&-4&-3	0.1&0.0	-10&11&12	0&12&11	2&-9&-50	3&-4&9	0.0	0&0&0
Cc1cc(C)n2nc(C(=O)N/N=C/c3ccccc3Cl)nc2n1	9	0.3	-18	7	2	0	.	2
COc1cccc(C(C(=O)NC2CCCC2)N(Cc2cccnc2)C(=O)Cc2cccs2)c1 (stereo unspecified)	-6	0.0	-16	2	-8	-1	.	1
O=C(CCn1cnc2ccccc21)N/N=C/c1ccc(O)cc1	-3	0.2	-2	-2	-1	2	0.1	-2
COc1ccc(Cl)cc1NC(=O)CN1CCCC1	.	0.0	-5	.	0	3	.	-1
Cc1ccccc1S(=O)(=O)N1C[C@@H](O)COC[C@H]2O[C@H](CC(=O)NCc3ccccc3Cl)CC[C@@H]21	3	0.0	10	-9	7	1	-0.1	3

Laid out differently: results already given
Every second line gives: esBAF inh	Xi reactivation	RAD52 inh	RAD54 inh	S100A4 MyoIIA	ERp5 block	E-sel inducer	ERAP1 HTS inh
CCOc1cc(/C=C(\C#N)c2nc3ccccc3[nH]2)ccc1OC(C)C(=O)O (stereo unspecified)
  -4	-0.1	-283	0	-6	5	0.1	4
C[C@@H]1CN([C@H](C)CO)S(=O)(=O)c2ccc(C#CCN(C)C)cc2O[C@@H]1CN(C)C(=O)C1CCC1
  5	-0.2	-20	-1	-15	-7	0.4	0

Compound activity as filed in PubChem BioAssay.
